Screens (PubChem BioAssay)
M18AAP inhibitor = PfM18AAP inhibitors, malaria aminopeptidase, primary screen, biochemical, QFRET, recombinant enzyme | M18 aspartyl aminopeptidase (Plasmodium falciparum 3D7) | H-Glu-NHMec fluorogenic cleavage | inhibition, % at 7.35 µM | 290,000 tested, 1.2% active;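 active = inhibition above the campaign mean inhibition over all tested compounds plus 3 SD, cut at about 28% in these data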;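 note: 0% = plate median of test compound wells and 100% = 2 mM ZnCl2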
pCIP destab = p/CIP-EGFP fusion destabilizers, primary screen, fluorescence, F442A cells | Q05BA5 | 16 h | decrease of EGFP signal, % at 10 µM | 290,000 tested, 0.01% active;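 active = EGFP signal decrease of at least 30% at 10 µM or well 3 SD below plate mean, unless failing retest; inactive = the rest, including hits failing retest or dose response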; note: some compounds called inactive have numbers as strong as hits; many of its hits are not listed in these tables
VIM-2 inhibitor = VIM-2 metallo-beta-lactamase inhibitors, primary screen, biochemical, epi-absorbance readout, Pseudomonas aeruginosa enzyme; purified VIM-2, nitrocefin hydrolysis, epi-absorbance fluorescence; inhibition, % at 5.6 µM; 290,000 tested, 0.89% active; AID 1527, 2009;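 active = inhibition above the mean of all tested compounds plus 3 SD, cutoff set per screening run, cut at about 7.5% in these data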;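 note: red hydrolysis product quenches plate fluorescence so inhibitors raise well fluorescence; 0% = enzyme with DMSO and 100% = DMSO without enzyme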
NALP1 inh = NALP1 inflammasome inhibitors in reconstituted yeast, colorimetric, S. cerevisiae, triplicate retest | S. cerevisiae NALP1/ASC/caspase-1 growth, X-gal OD620, 72 h | inhibition, % at 10 µM | 280,000 tested, 0.61% active | AID 2071, 2009; in the data active = inhibition mostly above about 24%, no sharp cut-off; inactive = mostly below about 32%; note: some compounds called inactive have numbers as strong as hits
PHOSPHO1 block = PubChem AID 1565 | inhibition, % at 13.3 µM | recombinant PHOSPHO1, absorbance phosphatase assay | 290,000 tested, 1.1% active; in the data active = inhibition above about 60%
IDE cell inh = human IDE inhibitors in live cells, primary screen, fluorescence polarization, HEK cells, FAbetaB substrate; 320,000 tested, 0.41% active; AID 434962, 2010; inhibition, % at 5.59 µM; FAbetaB cleavage;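 active = percent inhibition above the average of all tested compounds plus 3 SD, set per screening campaign, cut at about 16% in these data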;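 note: IDE supplied by intact live HEK cells; FP after avidin binding of uncleaved biotin substrate so inhibition keeps polarization high; 0% = DMSO wells and 100% = 60 µM reference IDE inhibitor Ii1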
Target sequence (P14735 whole entry, looked up): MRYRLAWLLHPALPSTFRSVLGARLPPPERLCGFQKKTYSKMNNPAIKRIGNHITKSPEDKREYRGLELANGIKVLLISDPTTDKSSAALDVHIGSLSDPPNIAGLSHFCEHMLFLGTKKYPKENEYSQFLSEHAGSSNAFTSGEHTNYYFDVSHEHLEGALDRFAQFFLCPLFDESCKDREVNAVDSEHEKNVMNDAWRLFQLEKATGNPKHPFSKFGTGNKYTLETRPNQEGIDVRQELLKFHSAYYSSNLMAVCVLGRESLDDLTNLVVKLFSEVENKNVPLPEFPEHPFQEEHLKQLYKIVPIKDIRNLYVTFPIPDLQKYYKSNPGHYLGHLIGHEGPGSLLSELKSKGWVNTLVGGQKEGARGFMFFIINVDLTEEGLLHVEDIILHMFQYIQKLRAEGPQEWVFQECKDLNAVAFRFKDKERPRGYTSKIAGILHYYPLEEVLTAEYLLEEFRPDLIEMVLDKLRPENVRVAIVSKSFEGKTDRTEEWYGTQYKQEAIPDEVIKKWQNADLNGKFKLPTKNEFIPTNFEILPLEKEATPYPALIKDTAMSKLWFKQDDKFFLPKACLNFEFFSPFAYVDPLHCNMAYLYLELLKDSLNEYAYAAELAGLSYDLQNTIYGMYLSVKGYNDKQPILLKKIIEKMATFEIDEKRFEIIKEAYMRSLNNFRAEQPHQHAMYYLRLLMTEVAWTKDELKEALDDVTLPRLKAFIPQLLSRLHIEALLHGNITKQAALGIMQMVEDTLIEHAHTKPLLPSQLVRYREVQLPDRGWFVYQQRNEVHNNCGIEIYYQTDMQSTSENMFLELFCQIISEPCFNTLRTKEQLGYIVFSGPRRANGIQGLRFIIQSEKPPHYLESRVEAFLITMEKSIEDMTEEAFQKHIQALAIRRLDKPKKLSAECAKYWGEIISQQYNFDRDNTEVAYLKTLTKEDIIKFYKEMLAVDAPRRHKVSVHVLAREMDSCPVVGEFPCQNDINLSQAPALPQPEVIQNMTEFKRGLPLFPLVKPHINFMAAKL
GPR7 antagonist = GPR7 receptor antagonists, primary screen, cell-based, fluorescence, single concentration; Neuropeptides B/W receptor type 1 (Homo sapiens), P48145; GPR7-expressing cells, fluorescence antagonist assay; inhibition, % at 4.4 µM; 290,000 tested, 1.1% active; in the data active = inhibition above about 16%, passing the limit was not always enough;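 note: cells stimulated with the agonist NPW; 0% = agonist with vehicle and 100% = vehicle without agonist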
IDE act = human IDE activators in live cells, primary screen, fluorescence polarization, HEK cells, FAbeta-B substrate; FAbeta-B cleavage; 0% vehicle, 100% cell-free pure enzyme wells; activation, % at 5.96 µM; 340,000 tested, 0.073% active; AID 493087, 2011;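 active = activation above the mean of all tested compounds plus 3 SD, set per screening campaign, cut at about 17% in these data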
IMP-1 inhibitor = IMP-1 metallo-beta-lactamase inhibitors, primary screen, biochemical, epi-absorbance readout, Pseudomonas aeruginosa enzyme. inhibition, % at 5.6 µM. AID 1556, 2009. metallo-beta-lactamase IMP-1 (Pseudomonas aeruginosa). 290,000 tested, 0.45% active. purified IMP-1, nitrocefin hydrolysis, epi-absorbance fluorescence;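 active = inhibition above the mean plus 3 SD of all compounds in the same screening run, cut at about 4.5% in these data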;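 note: 0% = IMP-1 with DMSO and 100% = DMSO wells lacking enzyme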
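System: Purified IMP-1 | Read-out basis: Percent enzyme inhibition | Controls: IMP-1 with DMSO as 0%, enzyme-free DMSO as 100% | Replicates: One well per compound | Doses: 5.6 µM nominal single concentration | Detection: Epi-absorbance fluorescence, 480 nm excitation, 530 nm emission | Incubation: 25 °C, 15 min preincubation, 25 min reaction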
* marks the source's active call; other numbers are inactive results; nt = not tested or not shown.

SMILES | M18AAP inhibitor | pCIP destab | VIM-2 inhibitor | NALP1 inh | PHOSPHO1 block | IDE cell inh | GPR7 antagonist | IDE act | IMP-1 inhibitor
Nc1nc2n(n1)C(c1cccs1)CC(c1ccccc1)N2 (configuration not stated) | 6 | -16 | -2.1 | 4 | -12 | 1 | 4 | 8 | -2.4
Cc1ccc(/C(O)=C2/C(=O)C(=O)N(c3ccccn3)C2c2ccc(F)cc2)cc1 (configuration not stated) | 9 | 2 | 0.1 | 13 | 19 | 8 | -11 | -1 | -4.7
Cc1cc(NC(=O)CC(F)(F)F)n(-c2ccccc2)n1 | -5 | -3 | -0.9 | -3 | 28 | 0 | 6 | 0 | -2.4
COc1cc(NS(=O)(=O)c2ccc(NC(=S)NC(=O)c3ccccc3)cc2)nc(OC)n1 | -1 | -9 | -3.5 | -15 | -15 | 9 | -7 | 3 | -4.4
CC(C)OC(=O)CSc1nnc(-c2cccnc2)n1Cc1ccccc1 | -14 | -14 | -1.8 | 13 | 3 | -2 | -6 | 1 | -0.9
C=CCOc1ccc(C(c2c(C)n(C)n(-c3ccccc3)c2=O)c2c(C)n(C)n(-c3ccccc3)c2=O)cc1 | -2 | 7 | -0.1 | -1 | 6 | 6 | -4 | -1 | -0.8
O=C(N/N=C/c1ccco1)c1ccc(NC(=O)C2CC2)cc1 | -12 | -2 | -0.7 | 24 | 38 | 5 | -5 | 1 | -1.1
CCC(=O)N1c2ccccc2NC2=C(C(=O)CCC2)C1c1ccccc1 (configuration not stated) | 4 | 0 | -0.8 | -4 | -10 | -3 | -14 | -2 | -0.4
COc1ccc(-n2cnc3cc(NCc4cccs4)ccc32)cc1 | -1 | 1 | 1.1 | -21 | 37 | -2 | 0 | 7 | -1.4
COc1ccc(OC2C(=O)N(c3ccc(C)c(C)c3)C2c2ccc(OC)c(OC)c2)cc1 (configuration not stated) | -4 | 1 | -1.5 | 22 | -15 | -2 | -5 | 4 | -2.7
O=C(c1cc(F)c(F)cc1Cl)N1CCOCC1 | 5 | 3 | 0.1 | 16 | -15 | -3 | -7 | -1 | -3.0
Cc1nc2ccccc2c2oc(C(=O)N3CCC(C)CC3)cc12 | -5 | 0 | 11* | -5 | 20 | -3 | -4 | 4 | -0.3
O=C(Cn1c(=O)oc2ccc(Cl)cc21)Nc1ccon1 | -6 | -4 | -0.7 | 1 | 34 | -3 | -8 | 7 | -0.2
CNC(=O)NC(=O)CSc1cccc(C(F)(F)F)c1 | -4 | -4 | -0.2 | 3 | -11 | 0 | 13 | -1 | -1.1
O=C(Oc1ccc(Br)cc1)c1cccc(S(=O)(=O)N2CCOCC2)c1 | 3 | -20 | -2.9 | 6 | 28 | 3 | 2 | 0 | -3.8
O=Cc1cc(Br)c(OC(=O)N2CCOCC2)c(Br)c1 | -18 | -4 | 0.2 | 11 | 20 | -3 | 7 | -1 | -0.3
O=C1c2ccccc2C(=O)C1c1ccccc1F | 15 | 5 | -1.9 | 16 | 33 | -1 | 11 | 7 | -1.5
C/C(CCC(C)C)=N\NS(=O)(=O)c1ccc(C)c([N+](=O)[O-])c1 | 1 | -9 | -3.6 | 6 | 12 | 6 | -6 | 5 | -4.0
c1ccc(N2N=C(c3cccs3)CC2c2ccco2)cc1 (configuration not stated) | 5 | 1 | -0.9 | 0 | 25 | 2 | -8 | 3 | -2.6
O=C(NCc1cccc(CNC(=O)C(=O)NCC2CCCO2)c1)C(=O)NCC1CCCO1 (configuration not stated) | -15 | -10 | 2.0 | 16 | 28 | 1 | -13 | nt | -2.7
NC(=O)Nc1cc(Cl)ccc1Cl | -7 | -10 | -2.7 | 10 | 12 | 2 | 3 | 3 | -0.9
CCN(CC)S(=O)(=O)c1cccc(-c2csc(C)n2)c1 | 2 | -10 | -0.8 | nt | 32 | 1 | -16 | -2 | -2.3
O=C(O)c1ccc(N2C(=O)c3ccc(C(=O)c4cccc([N+](=O)[O-])c4)cc3C2=O)cc1 | -14 | 3 | -6.3 | 12 | 56 | -3 | -2 | 3 | -2.6
CC(C)COC(=O)c1ccccc1OC(=O)c1ccncc1 | 0 | 0 | -1.0 | 6 | -12 | 4 | -7 | 0 | -2.8
COc1ccc(Cc2nnnn2CC(=O)O)cc1 | 0 | -5 | -1.8 | 14 | 1 | -7 | -4 | 2 | -0.6
SMILES | M18AAP inhibitor | pCIP destab | VIM-2 inhibitor | NALP1 inh | PHOSPHO1 block | IDE cell inh | GPR7 antagonist | IDE act | IMP-1 inhibitor
Cc1nc(NC(=O)C2CC2)sc1C | 2 | 5 | -1.0 | 7 | -3 | 1 | -7 | 4 | -2.0
CSc1ccc(CN(C)C(C)C(=O)NCc2ccccc2)cc1 (configuration not stated) | -9 | 3 | 0.9 | -13 | -23 | 8 | -3 | 1 | -0.7
COc1ccc(-c2n[nH]c(=S)n2-c2ccccc2C)cc1 | 9 | -12 | 8.8* | 4 | -60 | 0 | -11 | -1 | -1.3
Cc1ccc(C(=O)CCC(=O)N2CCN(c3ccc(F)cc3)CC2)cc1 | 2 | 0 | -0.5 | 15 | 12 | 8 | -11 | -11 | -5.6
O=C(CCc1ccccc1)NCc1ccncc1 | -1 | -3 | -0.2 | 8 | 19 | nt | -6 | 1 | 2.1
Cc1nnc(SCC(=O)NCc2ccco2)n1Cc1ccccc1 | 9 | 0 | -7.8 | 1 | 32 | 3 | 3 | 7 | -5.1
Cc1cccc(CN2C(=O)NC(c3ccccc3)(c3ccccc3)C2=O)c1 | 7 | -6 | -2.7 | 8 | 9 | 2 | -2 | 2 | -3.3
COc1ccc(-n2c(COc3cccc(C)c3)n[nH]c2=S)cc1 | 3 | -1 | -3.5 | -1 | -111 | -2 | -2 | 2 | -3.2
C/C=C/c1ccc(OCCOCCOc2cccc3cccnc23)c(OC)c1 | -4 | 3 | -1.7 | 29 | 2 | 1 | -13 | 3 | -2.0
COc1ccc(CNC(=O)CN(C)S(=O)(=O)c2ccc3c(c2)n(C)c(=O)c(=O)n3C)cc1 | 6 | 2 | -5.3 | -9 | 38 | 4 | -5 | 2 | -2.0
O=C(Cn1nnc(-c2ccc3c(c2)OCO3)n1)NCc1ccco1 | 18 | 1 | 2.5 | nt | 37 | -1 | 11 | 1 | -0.4
O=C(N/N=C/c1ccc(Cl)c([N+](=O)[O-])c1)c1cnccn1 | 5 | -8 | -5.8 | 37 | 7 | -5 | -8 | 1 | -4.2
C/C(CC(=O)Nc1ccc(F)cc1)=N\NC(=O)c1ccccn1 | 4 | 0 | -0.9 | -5 | -13 | -1 | -3 | 0 | -11
CCOC(=O)c1c(C)nc2c(c1-c1ccc(Cl)cc1)C(=O)CC(C)(C)C2 | 1 | -7 | -0.6 | 30 | -10 | 0 | -7 | 4 | -4.8
S=C(NCCc1ccccc1)N1CCc2ccccc2C1 | -8 | 0 | -0.6 | -5 | -31 | 3 | 12 | -3 | -1.6
COc1ccccc1-c1csc(NC(=O)c2ccc(N3C(=O)CCC3=O)cc2)n1 | 0 | 2 | -4.5 | 13 | 32 | -2 | -2 | 3 | -3.6
CC1NC(=O)N(C)[C@@H]2NC(=O)N(C)C(c3ccc([N+](=O)[O-])cc3)[C@@H]12 (some centres not stated) | -7 | -2 | 2.2 | 17 | 44 | -4 | -10 | 3 | 0.3
O=C(Nc1ccccc1C(=O)N1CCOCC1)c1ccc(Cl)cc1 | 2 | 0 | -2.2 | -10 | 18 | 1 | -4 | 7 | -1.4
CCOC(=O)c1c(NC(=O)CSc2nc(C)cc(C)c2C#N)sc(C(C)=O)c1C | -1 | -2 | -0.8 | 13 | -2 | 1 | -2 | 2 | -3.6
Cc1noc(NS(=O)(=O)c2ccc(N/C=C/C(=O)c3cccnc3)cc2)c1C | 1 | 0 | -3.5 | 16 | 31 | 1 | 4 | 2 | -3.2
O=C1NC(c2ccco2)Nc2ccccc21 (configuration not stated) | 6 | -10 | -5.1 | 31 | 4 | -6 | -22 | 6 | -1.8
CCCCCCCCCC(=O)N1c2ccccc2NC(=O)C1CC(=O)Nc1ccc(C(=O)O)cc1 (configuration not stated) | 0 | -4 | -1.5 | 0 | 16 | -1 | -20 | 3 | -2.9
Cc1ccc(-c2cc(C(F)(F)F)n3ncc(C(=O)N4CCN(C)CC4)c3n2)cc1 | -3 | 5 | 1.6 | 20 | 14 | -3 | 9 | 1 | -0.5
CCOC(=O)CCCn1ncn2c(cc3occc32)c1=O | 14 | -9 | -2.7 | 3 | 11 | -8 | 6 | 4 | -3.1
COCCNC(=S)Nc1ccc2nc(N3CCCC3)cc(C)c2c1 | 1 | -2 | -1.9 | 34 | 12 | 8 | -7 | 2 | -1.9

Results in pCIP destab (4 entries from above):
structure | pCIP destab
COc1ccccc1-c1csc(NC(=O)c2ccc(N3C(=O)CCC3=O)cc2)n1 | 2
Cc1ccc(-c2cc(C(F)(F)F)n3ncc(C(=O)N4CCN(C)CC4)c3n2)cc1 | 5
COc1ccc(CNC(=O)CN(C)S(=O)(=O)c2ccc3c(c2)n(C)c(=O)c(=O)n3C)cc1 | 2
O=C(Nc1ccccc1C(=O)N1CCOCC1)c1ccc(Cl)cc1 | 0

(next part)
SMILES | M18AAP inhibitor | pCIP destab | VIM-2 inhibitor | NALP1 inh | PHOSPHO1 block | IDE cell inh | GPR7 antagonist | IDE act | IMP-1 inhibitor
CCCCNCc1ccc(OCc2ccc(Cl)nc2)c(OC)c1 | -1 | -5 | -1.2 | nt | 22 | 10 | -7 | 1 | -2.3
Cc1ccc(S(=O)(=O)N(CC(=O)Nc2cccnc2)c2ccccc2C)cc1 | -1 | -35 | -2.1 | -19 | 30 | 1 | -7 | -4 | -3.1
COc1ccc(-c2cc(C(F)(F)F)nc(NCc3cccnc3)n2)cc1 | -3 | -1 | -2.5 | 4 | 33 | -1 | 3 | 5 | -4.5
COc1ccccc1N1CCN(/N=C/C=C\c2ccccc2[N+](=O)[O-])CC1 | 2 | -3 | -2.2 | -1 | 34 | 0 | -15 | 6 | -2.7
CC(N=C1NC(C)(C)Cc2ccccc21)C(=O)O (configuration not stated) | -8 | 9 | 1.1 | 14 | 14 | 6 | -13 | -3 | -0.3
CC(C)(C)NC(=O)c1cccnc1Sc1ccccc1 | -2 | 2 | -3.6 | 27 | 28 | 1 | -11 | -3 | -2.6
CC1=C(C(=O)N(C)C)C(c2cccs2)NC(=O)N1 (configuration not stated) | -8 | -12 | -0.9 | 1 | -4 | 1 | -6 | 2 | 0.0
CCOc1ccc(CNS(=O)(=O)c2c(C)nc3scc(C)n3c2=O)cc1OC | 3 | 3 | -1.6 | 7 | 36 | 2 | -6 | 0 | -3.1
CCOC(=O)c1c(NC(=O)c2csc(C)c2)sc(C(C)=O)c1C | -11 | nt | -2.0 | nt | nt | nt | -10 | nt | 0.6
COc1ccc2c(C(=O)CCl)c[nH]c2c1 | -1 | -11 | -2.8 | nt | 25 | -1 | -5 | 2 | -2.0
